Screens: PubChem, National Center for Advancing Translational Sciences (NCATS)
GLP1R inv ag: GLP-1 receptor (human) inverse agonism; P43220; HEK293 GLP-1R CRE-luciferase, luminescence, 24 h; GLP-1R form is constitutively active; Potency, µM (series often up to 38.3 µM), for inactives: at the top dose activity change, negative = inhibition, usual class: inhibitors; hit rate 1.6% among 410,000; AID 624417; also: potency is read from the fitted curve at half-maximal effect; % is scaled to controls: 0 for no effect and ±100 for the full control effect; nearly all actives have a fitted effect of over 55% in size
Target sequence (P43220 whole entry, looked up): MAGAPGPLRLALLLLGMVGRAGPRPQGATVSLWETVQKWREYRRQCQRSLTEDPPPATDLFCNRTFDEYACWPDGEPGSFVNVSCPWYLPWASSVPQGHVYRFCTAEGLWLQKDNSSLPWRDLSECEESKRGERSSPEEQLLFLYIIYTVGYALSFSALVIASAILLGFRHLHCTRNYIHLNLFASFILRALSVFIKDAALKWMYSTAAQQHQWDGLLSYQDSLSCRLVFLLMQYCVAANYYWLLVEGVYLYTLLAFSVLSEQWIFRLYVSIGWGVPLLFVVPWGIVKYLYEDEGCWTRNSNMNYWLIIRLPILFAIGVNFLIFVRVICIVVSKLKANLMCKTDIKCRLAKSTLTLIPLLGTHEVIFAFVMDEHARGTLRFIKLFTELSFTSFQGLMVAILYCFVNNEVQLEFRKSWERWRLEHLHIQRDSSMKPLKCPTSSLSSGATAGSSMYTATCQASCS
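Luminescence readout: a drop in cAMP-driven luciferase signal flags inverse agonism at a constitutively active GLP-1R stably expressed in HEK293. Compound exposure lasted 24 hr at 37 deg C, 5% CO2.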
PTHR1 ag: activates the human parathyroid hormone receptor PTHR1; Q03431; HEK293 GP2 PTHR1 cells, GloSensor cAMP luminescence, 1 h; Potency, µM (series often up to 115 µM), without a hit: at the highest dose activation, most hits filed as activators; hit rate 0.075% among 410,000; AID 743266; also: potency is read from the fitted curve at half-maximal effect; nearly all actives have a fitted effect of over 55% in size; some results filed as inactive show a strong effect at the top dose; inactives centre near -15; many of its hits are not listed in these tables
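HEK-293-derived GP2 cells expressing PTHR1 and a GloSensor cAMP reporter, 3,000/well, plated overnight, given luciferin plus IBMX (each 0.5 mM as added) for 1 h at 37 °C, then compound for 1 h at 37 °C. Luminescence was read after 15 min at room temperature.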
FUS yeast rescue: rescues growth of FUS-expressing yeast; hit rate 0.24% among 390,000; AID 1347120; Potency, µM (top dose mostly 76.6 µM), for the others: at the top dose growth rescue (activation), most hits filed as activators; S. cerevisiae FUS-expressing, growth rescue, OD600, 24 h;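 also: potency is read from the fitted curve at half-maximal effect; plate controls were DMSO vehicle for no effect and reference control for full effect; nearly all actives have a fitted effect of over 55% in size; some results filed as inactive show a strong effect at the top dose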
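Restored growth of FUS-toxic S. cerevisiae, read as 600 nm absorbance after 24 h at 30C in galactose medium (starting OD 0.005). Controls CP55940 and DMSO.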
TDP43 rescue: rescues yeast growth from TDP-43 toxicity | TDP-43 expressing yeast growth rescue, BacTiter-Glo, 24 h | Potency, µM (highest dose often 46.1 µM), for inactives: at the top dose growth rescue (activation), hits mostly activators | hit rate 1.8% among 410,000 | AID 652104; also: potency is read from the fitted curve at half-maximal effect; % of control where 0% means no effect; nearly all actives have a fitted effect of over 50% in size
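Galactose-induced TDP-43 yeast, OD600=0.02, compound pinned; 24 hr, 30 deg C; BacTiter-Glo luminescence for growth. Inhibitors of TDP-43 toxicity read as activators.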
aSyn yeast inh: alpha-synuclein toxicity inhibition in yeast; Yeast expressing alpha-synuclein, growth rescue, BacTiter-Glo, 24 h; Potency, µM (doses to about 46.1 µM), without a hit: top-dose growth rescue (activation), usual class: activators; hit rate 0.14% among 370,000; AID 652106; also: potency is read from the fitted curve at half-maximal effect; % of control where 0% means no effect; nearly all actives have a fitted effect of over 65% in size
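Screening used galactose-induced yeast with toxic alpha-synuclein levels, exposed to compound for 24 hr at 30 deg C. Cell growth, read with BacTiter-Glo luminescence, gave the measured signal.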
pAkt inh: inhibitors of Akt phosphorylation; activity change, % for hits at 50 µM; Neuro2A IGF-stimulated pAkt S473 HTRF, 20 min; stronger effect = lower value; hit rate 0.32% among 360,000; in the data active = activity change below about -80%; inconclusive = mostly about -51% to -80%; also: % is scaled to controls: 0 for no effect and ±100 for the full control effect
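Neuro2A cells in DMEM with 0.5% FBS, overnight at 37 deg C, given compound at single 50 µM final, then IGF (6 nM final) for 20 min at 37 deg C. Lysed; phospho-Akt Ser473 by HTRF after 24 h, 665/615 ratio.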
GLP1R ag: GLP-1 receptor (human) agonism | P43220 | HEK293 GLP-1R CRE-luciferase, luminescence, 4-6 h; cells express a hypersensitive GLP-1R form | Potency, µM (highest dose often 45.6 µM), for inactives: at the top dose activation, actives largely listed as activators | hit rate 0.007% among 380,000; also: potency is read from the fitted curve at half-maximal effect; % of control where 0% means no effect
Abeta yeast res: A-beta toxicity reversal in yeast; yeast expressing A-beta42, growth rescue, OD600, 48 h; response scale: 0% DMSO, 100% iron-clioquinol control; Potency, µM (top dose mostly 46.1 µM), inactives show at the top dose growth rescue, most hits filed as activators; hit rate 0.063% among 410,000; AID 1347071; also: potency is read from the fitted curve at half-maximal effect; nearly all actives have a fitted effect of over 55% in size
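Growth rescue measured by 600 nm absorbance after 48 h yeast culture at 30 C with compound. Values normalized between DMSO and an equimolar ferric chloride plus clioquinol control.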
D3 antag: blocks the human D3 dopamine receptor; P35462; hit rate 2.5% among 360,000; D3R cells, DiscoveRx beta-arrestin luminescence, antagonist mode; stronger effect = lower value; max response, negative = inhibition, %; in the data active = max response below about -50%; inconclusive = no clear call, values can overlap the other calls; also: % is scaled to controls: 0 for no effect and ±100 for the full control effect; mostly tested at two doses, the higher about 12 µM
Target sequence (P35462 whole entry, looked up): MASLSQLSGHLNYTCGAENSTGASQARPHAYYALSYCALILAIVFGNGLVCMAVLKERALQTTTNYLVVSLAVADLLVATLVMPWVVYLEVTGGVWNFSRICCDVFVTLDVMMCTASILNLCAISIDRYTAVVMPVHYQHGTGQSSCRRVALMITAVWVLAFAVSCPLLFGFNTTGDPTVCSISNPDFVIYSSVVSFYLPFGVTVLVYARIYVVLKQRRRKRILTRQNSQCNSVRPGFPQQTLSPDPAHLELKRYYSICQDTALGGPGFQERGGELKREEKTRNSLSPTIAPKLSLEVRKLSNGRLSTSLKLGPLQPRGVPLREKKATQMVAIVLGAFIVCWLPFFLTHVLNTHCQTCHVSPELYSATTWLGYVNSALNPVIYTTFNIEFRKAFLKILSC
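Cells expressing the human receptor were seeded at 1500 cells/well, incubated overnight at 37 degrees C in 5% CO2, then exposed to library compounds with dopamine controls for 90 minutes at 37 degrees C before luminescent detection.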
* hit, by the source's call; i = inactive; ? = inconclusive; · = no result given; [ ] = dose if it differs, or a comment. Unless noted, calls follow the shape of the dose curve; as a rule, active = well fitted curve in the direction sought with a large enough effect; inconclusive = small, poorly fitted or top-dose-only effect, or another doubt; inactive = no such curve, though single readings can be large; an effect the other way counts as inactive or inconclusive.

| structure | GLP1R inv ag | PTHR1 ag | FUS yeast rescue | TDP43 rescue | aSyn yeast inh | pAkt inh | GLP1R ag | Abeta yeast res | D3 antag |
| --- | --- | --- | --- | --- | --- | --- | --- | --- | --- |
| Cc1cc(OCc2ccc(C(=O)Nc3ccc(C(=O)O)cc3)o2)ccc1Cl | -10% | -30%[inhibitor] | 5% | -9% | 1% | i | 2% | 7% | -3 |
| COC(=O)N1CCc2c(sc(NC(=O)C3COc4ccccc4O3)c2C(N)=O)C1 (stereo not given) | 5% | -37%[inhibitor] | 12% | -93%[inhibitor] | -8% | i | 20% | -2% | 1 |
| Cc1ccc(S(=O)(=O)/C(C#N)=C/c2c(N3CC(C)OC(C)C3)nc3c(C)cccn3c2=O)cc1 (stereo not given) | 0% | -19% | -10% | 3% | · | · | -1% | 7% | 28 |
| COc1ccc(OC)c(C(=O)c2oc3ccccc3c2NC(C)=O)c1 | -9% | -33%[inhibitor] | -2% | ? | · | · | 4% | 7% | ? |
| CCc1nc2ccc(C(=O)N3CCN(C(=O)c4ccco4)CC3)cn2c1N(C)C(=O)Nc1ccccc1OC | 2% | i | -6% | -2% | -5% | i | 0% | -7% | -16 |
| C=CCOc1cccn2c(N(C)C(=O)c3ccncc3)c(CC)nc12 | 21% | -8% | -14% | 15% | -5% | i | -7% | -9% | 38 |
| Cc1ccc(/C=N/NC(=O)c2nnn(-c3nonc3N)c2C(C)C)s1 | -6% | i | -11% | 10% | -7% | · | 3% | -8% | -5 |
| Nc1nc2c(nnn2Cc2ccc(Cl)c(Cl)c2)c(=O)[nH]1 | -9% | -43%[inhibitor] | · | 8% | -2% | i | -1% | -3% | 7 |
| CC(C)(C)C(=O)Nc1ccc(N2CCCC2)cc1 | -1% | -1%[57.5 µM] | ? | -1% | -4% | i | 0% | 11% | -9 |
| O=C(O)c1ccccc1C(=O)OCc1ccccc1 | 5% | i | -27% | -3% | -7% | i | -15% | 20% | 20 |
| O=C(NCCc1ccccc1)C(c1cccs1)N(C(=O)CCl)c1ccc(Cl)cc1 (stereo not given) | ? | -39%[inhibitor] | · | 25% | 10% | i | -5% | 4% | -12 |
| CC(C)C[C@H]1CN=C(Nc2ccccc2)N1CC1CCC(C(C)(C)C)CC1 (stereo not given in full) | ? | -86%[inhibitor] | 21% | -1% | -18% | i | -3% | -18% | -12 |
| CCN(c1ccc(OC)cc1)S(=O)(=O)c1ccc2c(c1)CCN2C(=O)CCC(=O)O | -3% | -39%[inhibitor] | 32% | -6% | -1% | i | 17% | -10% | ? |
| Cc1cc(C)n2c(SCC(=O)Nc3cc(S(=O)(=O)N(C)C)ccc3C)nnc2n1 | 33% | i | 6% | ? | 7% | i | 1% | -2% | 23 |
| COc1cc(O)c(C(CCN2CCCCC2)c2ccc3c(c2)OCO3)c(OC)c1 (stereo not given) | 16% | ? | 4% | -30% | -4% | i | -1% | -14% | 0 |
| C=CCN(C(=O)Cn1c(C(=O)OC)cc2oc(C)cc21)c1ccccc1 | ? | -7% | -3% | -11% | -6% | i | 3% | -13% | -8 |
| O=C(Nc1cccc(Cl)c1N1CCOCC1)c1ccc(Br)o1 | -5% | -26% | · | -17% | -8% | i | 1% | -17% | 2 |
| O=C(COC(=O)CNC(=O)C1CCCCC1)Nc1ccccc1Cl | · | -13% | -14% | · | · | · | 7% | 4% | · |
| COc1ccc(NS(=O)(=O)c2ccc(N3C(=O)CCC3=O)cc2)cc1 | -6% | i | 5% | -11% | 0% | i | -1% | -6% | -20 |
| COc1ccc(C2SCCN2S(=O)(=O)c2ccc(NC(C)=O)cc2)cc1OC (stereo not given) | 64%[activator] | -62%[inhibitor] | 13% | 11% | -3% | i | 14% | 7% | 5 |
| Cc1noc(NS(=O)(=O)c2ccc(NC(=O)c3cccc(S(=O)(=O)N(C)c4ccccc4)c3)cc2)c1C | 13% | i | ? | 13% | 2% | i | 1% | -5% | 16 |
| CCOc1ccc(N2CC(C(=O)NNC(=O)c3ccc(Br)cc3)CC2=O)cc1 (stereo not given) | 10% | -8% | · | 3% | -2% | i | 4% | -6% | 2 |
| COc1ccc2[nH]c(O)c(NC(C)=O)c2c1 | 0% | -2% | 13% | -7% | -4% | i | -5% | -18% | -28 |
| NC12CC3CC(C1)CC(CC(=O)O)(C3)C2 | -1% | -25% | 11% | 8% | -3% | i | -1% | -3% | 5 |
| O=C(NC1CCCC1)C(c1ccsc1)N(CCc1ccccc1)C(=O)Cc1cccs1 (stereo not given) | 1% | -1% | -24% | 0% | -6% | i | -9% | 0% | -4 |
| CCOc1c(Cl)cc(CNc2ccc(S(N)(=O)=O)cc2)cc1OC | 29% | i | 3% | -4% | 8% | i | 20% | 18% | 4 |
| O=C(OCC(=O)N1CCN(C(=O)c2ccco2)CC1)c1cc(-c2ccc(F)cc2)nc2ccccc12 | ? | -17%[57.5 µM] | ? | ? | ? | i | -2% | 0% | 15 |
| COc1cc(/C=C/C(=O)N2C(=O)c3cccc(N)c3C2=O)cc(OC)c1OC | 12% | -34%[inhibitor] | 14% | -8% | 7% | i | 10% | -9% | -82* |
| O=C1NCCN(CC2CCN(CC3CCCC3)CC2)C1=O | 12% | 16% | -16% | -13% | -1% | i | 16% | -9% | -15 |
| COc1ccc(C2/C=C\CN(S(=O)(=O)c3ccc(C)cc3)CC(=O)N2Cc2cccc(F)c2)cc1 (stereo not given) | ? | i | ? | 1% | -6% | i | 9% | 4% | -11 |
| O=C(c1ccco1)N1CCN(CC(O)COc2ccc(Br)cc2)CC1 (stereo not given) | ? | -15% | 9% | -2% | 6% | i | 4% | 3% | -6 |
| Cc1cccc(-n2c(=O)c3c(c4cc(C)ccc4n3C)n(C)c2=O)c1 | 15% | -41% | 8% | 15% | · | · | -4% | -1% | · |
| COc1ccc(CNC(=O)C2CCCN(C(=O)c3cnn(-c4ccc(F)cc4)c3-n3cccc3)C2)cc1 (stereo not given) | ? | -18% | 33% | 0% | -1% | · | 1% | -29% | · |
| CCC(=O)NCc1csc(-c2cccs2)n1 | 11% | 9% | 7% | -12% | -7% | i | 7% | 6% | -16 |
| CC(=O)Oc1ccc(CN2C(=O)C(CCc3ccccc3)ON=C2c2cnccn2)cc1 (stereo not given) | ? | -50%[inhibitor] | 34% | 14µM* | 17% | i | 0% | 17% | 8 |
| COc1cc2cc(CN(Cc3cccnc3)C(=O)NCc3ccccc3)c(=O)[nH]c2cc1OC | 4% | -11%[57.5 µM] | 7% | 2% | 1% | i | 2% | 4% | 24 |
| CCC(C)[C@H](NC(=O)N1CCn2c1nc1ccccc12)C(=O)NCC1CCCO1 (stereo not given in full) | -46% | 5% | 15% | 2% | -4% | i | -7% | -11% | -23 |
| CN(CC(=O)Nc1ccccc1C(F)(F)F)C(=O)c1cc(Cl)nc2ccccc12 | -6% | -10% | 10% | 3% | 1% | i | -1% | -7% | 17 |
| COc1cc(OC)cc(C(=O)N(Cc2nc(-c3cccc(C)c3)no2)C(C)C)c1 | ? | i | ? | -13% | -3% | i | 2% | 2% | 0 |
| CC(C)COC(=O)Nc1nnc(SCc2ccccc2F)s1 | 0% | -23% | 10% | -4% | -6% | i | 3% | 5% | -18 |
| Cc1cc2c(cc1C)C(c1ccsc1)CC(=O)N2 (stereo not given) | 11% | 9% | -38% | 0% | -6% | i | -2% | -7% | -1 |
| Cc1ccc(NC(=O)COC(=O)c2ccc3c(c2)OCO3)cc1S(=O)(=O)N1CCCCC1 | ? | -11% | 33% | -4% | 6% | i | -11% | 14% | -12 |
| Cc1ccc(C(=O)NN=CC(=O)c2ccccc2)c(C)c1 | -27% | -92%[inhibitor] | -11% | 1% | -1% | i | -4% | -22% | -22 |
| OC(C#CCN1CCCC1)(c1ccccc1)c1cccnc1 (stereo not given) | -2% | i | 4% | 8% | -1% | i | 5% | -4% | 2 |
| O=C(/C=C/c1ccc(Cl)c(Cl)c1)NCCCn1ccnc1 | ? | -25% | 14% | -10% | -4% | i | -6% | -8% | -3 |

Grouped by structure, the compounds so far containing a furan ring, fused or not.
| structure | GLP1R inv ag | PTHR1 ag | FUS yeast rescue | TDP43 rescue | aSyn yeast inh | pAkt inh | GLP1R ag | Abeta yeast res | D3 antag |
| --- | --- | --- | --- | --- | --- | --- | --- | --- | --- |
| Cc1cc(OCc2ccc(C(=O)Nc3ccc(C(=O)O)cc3)o2)ccc1Cl | -10% | -30%[inhibitor] | 5% | -9% | 1% | i | 2% | 7% | -3 |
| COc1ccc(OC)c(C(=O)c2oc3ccccc3c2NC(C)=O)c1 | -9% | -33%[inhibitor] | -2% | ? | · | · | 4% | 7% | ? |
| CCc1nc2ccc(C(=O)N3CCN(C(=O)c4ccco4)CC3)cn2c1N(C)C(=O)Nc1ccccc1OC | 2% | i | -6% | -2% | -5% | i | 0% | -7% | -16 |
| C=CCN(C(=O)Cn1c(C(=O)OC)cc2oc(C)cc21)c1ccccc1 | ? | -7% | -3% | -11% | -6% | i | 3% | -13% | -8 |
| O=C(Nc1cccc(Cl)c1N1CCOCC1)c1ccc(Br)o1 | -5% | -26% | · | -17% | -8% | i | 1% | -17% | 2 |
| O=C(OCC(=O)N1CCN(C(=O)c2ccco2)CC1)c1cc(-c2ccc(F)cc2)nc2ccccc12 | ? | -17%[57.5 µM] | ? | ? | ? | i | -2% | 0% | 15 |
| O=C(c1ccco1)N1CCN(CC(O)COc2ccc(Br)cc2)CC1 (stereo not given) | ? | -15% | 9% | -2% | 6% | i | 4% | 3% | -6 |

The list is partial; the hit share may differ from the screen's.
